# From PubChem BioAssay
# GAA inh: inhibitors of human lysosomal alpha-glucosidase. P10253. purified human GAA, 4-MU-alpha-glucoside fluorescence. Potency, µM (top dose mostly 76.9 µM), without a hit: at the top dose activity change, negative = inhibition, actives largely listed as inhibitors. 0.005% of 200,000 active. AID 1466;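 also: plate controls were uninhibited enzyme wells for no effect and no-enzyme background for full effect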
#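 Fluorescence at Ex 365/Em 440 nm from 4-methylumbelliferone reported enzyme activity after 20 min at room temperature. Reactions used 4 nM enzyme and 400 uM substrate at pH 5.0; curves fitted with the Hill equation.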
# aGlu spleen mod: lysosomal alpha-glucosidase (human) modulation | P10253 | human spleen homogenate, 4-MU-alpha-glucoside fluorescence | 0.006% of 240,000 active | Potency, µM (highest dose often 79.9 µM), without a hit: top-dose activity change, negative = inhibition, actives largely listed as inhibitors;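 also: 0% = enzyme with vehicle and -100% = no enzyme basal signal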
#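 Human spleen homogenate (1 ug) with 4-methylumbelliferyl-alpha-D-glucopyranoside (1 mM final) in 50 mM citrate/phosphate pH 5.0, 0.01% Tween-20; 40 min at 37 C. Stopped at pH 10; 4-MU fluorescence Ex 365/Em 440 nm; AC50 by Hill fit.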
# Tau fibril FP: inhibitors of human tau fibril formation; Potency, µM (series often up to 57.7 µM), for inactives: top-dose activity, negative = inhibition, actives largely listed as inhibitors; K18 P301L tau heparin fibrillization, Alexa594 FP, 6 h; 0.39% of 280,000 active; also: % is scaled to controls: 0 for no effect and ±100 for the full control effect; nearly all actives have a fitted effect of over 55% in size
# Target sequence (P10636 561-689 P618L limits assumed): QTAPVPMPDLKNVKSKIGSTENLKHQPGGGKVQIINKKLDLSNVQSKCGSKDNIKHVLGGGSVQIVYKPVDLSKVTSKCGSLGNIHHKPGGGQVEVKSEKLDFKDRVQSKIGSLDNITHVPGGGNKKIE
#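 Quantitative HTS format: compounds meet 15 uM recombinant K18 P301L tau and Alexa 594-tau tracer in 100 mM sodium acetate pH 7; 20 uM heparin triggers fibrillization at 37 C over 6 hr; FP gives the signal.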
# GAA glycogen: alters human alpha-glucosidase cleavage of glycogen; P10253; recombinant GAA, glycogen substrate, Amplex Red glucose oxidase fluorescence; Potency, µM (titrated, usually from 76.4 µM), inactives show top-dose activity change, negative = inhibition, most hits filed as inhibitors; 0.38% of 300,000 active;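 also: 0% = full enzyme reaction and -100% = no-enzyme basal signal; the screen sought inhibitors and activators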
#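 Recombinant human enzyme (4 nM); glycogen substrate; 37 C, 40 min, pH 5.0. Readout: coupled glucose oxidase/Amplex Red fluorescence.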
# Tau ThT inhib: tau fibrillization inhibition (ThT binding). 2.1% of 270,000 active. recombinant tau K18 P301L, heparin-induced fibrillization, ThT fluorescence. P10636. AID 1460. Potency, µM (titrated, usually from 57.4 µM), for inactives: at the top dose activity, negative = inhibition, actives largely listed as inhibitors; also: % is scaled to controls: 0 for no effect and ±100 for the full control effect; nearly all actives have a fitted effect of over 55% in size
#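 Heparin-induced (20 uM) aggregation of recombinant human K18 P301L tau, 15 uM unlabeled with 0.24 uM labeled, pH 7 acetate buffer, 6 hr at 37 C with compound. Fibrils quantified by 30 uM ThT fluorescence after 1 hr ambient incubation.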
# aGal spleen mod: inhibitors or activators of human alpha-galactosidase in spleen homogenate; P06280; human spleen homogenate, 4MU-alpha-Gal fluorescence, 40 min; Potency, µM (highest dose often 80 µM), for inactives: at the top dose activity change, negative = inhibition, most hits filed as inhibitors; 0.008% of 240,000 active;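 also: 0% = enzyme with vehicle and -100% = no enzyme basal signal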
# Target sequence (P06280 32-429 limits assumed): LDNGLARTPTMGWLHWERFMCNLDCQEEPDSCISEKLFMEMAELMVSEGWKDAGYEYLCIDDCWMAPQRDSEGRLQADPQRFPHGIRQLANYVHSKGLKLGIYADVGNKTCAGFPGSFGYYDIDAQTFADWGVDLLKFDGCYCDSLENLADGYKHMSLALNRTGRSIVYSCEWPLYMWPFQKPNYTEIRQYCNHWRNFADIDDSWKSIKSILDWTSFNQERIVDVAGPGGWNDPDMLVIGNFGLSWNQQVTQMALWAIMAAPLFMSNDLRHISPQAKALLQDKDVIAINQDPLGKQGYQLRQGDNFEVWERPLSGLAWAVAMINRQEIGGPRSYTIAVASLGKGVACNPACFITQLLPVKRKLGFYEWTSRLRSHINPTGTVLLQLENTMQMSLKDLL
#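 Fluorogenic readout (Ex 365/Em 440 nm) of 4-methylumbelliferone released from 1 mM 4-MU-alpha-galactoside by spleen homogenate, 40 min at 37C, pH 5.0. Data normalized to no-enzyme and enzyme controls; Hill-equation AC50 from compound titrations.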
# HTT cytoprotect: cytoprotection in Huntington HTT-Q103 PC12 cell model; PC12 HTT-Q103 induced, cytoprotection, ATP luminescence, 40 h; Potency, µM (doses to about 56.4 µM), for the others: cytoprotection (ATP increase), most hits filed as activators; 0.14% of 230,000 active;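 also: % of control where 0% means no effect; nearly all actives have a fitted effect of over 45% in size; toxic huntingtin expression switched on by the ecdysone agonist tebufenozide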
#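 ATP quantification (ATPlite) reports survival of PC12 cells in which tebufenozide, 100 nM final, switches on Htt exon 1 with 103 glutamines linked to GFP; compounds are titrated.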
# Tau fluor cs: counter-screen for tau fibril formation inhibitors | tau K18 P301L (four-repeat tau fragment) Alexa594 fluorescence, heparin fibrillization | Potency, µM (top dose mostly 57.7 µM), for the others: at the top dose activity change, negative = decrease | 0.93% of 280,000 active; also: % is scaled to controls: 0 for no effect and ±100 for the full control effect; nearly all actives have a fitted effect of over 55% in size
#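 Human K18 P301L tau (15 uM unlabeled plus 0.24 uM Alexa 594-labeled, final) in 100 mM sodium acetate pH 7 was mixed with compound and 20 uM heparin and incubated 6 hr at 37 C.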
# The depositor's hits bear a star; ? = inconclusive; / = no result given; [ ] = another dose, or the depositor's remark. Calls follow the shape of the dose curve; as a rule, active = well fitted curve in the direction sought with a large enough effect; inconclusive = small, poorly fitted or top-dose-only effect, or another doubt; inactive = no such curve, though single readings can be large; an effect the other way counts as inactive or inconclusive. Potency is read from the fitted curve at half-maximal effect. No enrichment for hits. About 3.3% of those tested had a hit in this group.
SMILES,GAA inh,aGlu spleen mod,Tau fibril FP,GAA glycogen,Tau ThT inhib,aGal spleen mod,HTT cytoprotect,Tau fluor cs
Cc1ccc(SCCC(=O)NCCSCc2ccccc2C)cc1,-1%,-4%,2%,-7%,?,-8%,-25%,?
CC(=O)c1c(N2CCN(c3ccccn3)CC2)nc(=S)n(-c2ccccc2)c1C,-5%,-2%,1%,-22%,?,-7%,-8%,5%
Cc1ccc(-c2csc3nnc(SCC(=O)NCc4ccco4)n23)cc1,-5%,-9%,-2%,-3%,-9%,-3%,24%[10 µM],-9%
O=C(NC(=O)c1ccccc1O)c1ccc(C(F)(F)F)cc1,/,3%,10%,5%,-7%,1%,-3%[10 µM],13%
CCN(CC)CCC(=O)NN,-6%,-6%,9%,-1%,4%,1%,0%[10 µM],2%
Cc1ccc(-c2cc3ncc4c(n3n2)-c2ccccc2OC4)cc1,/,/,-3%,-8%[76.3 µM],-1%,/,/,0%
CCOC(=O)Cn1nnnc1C(C(C)C)N(Cc1cc2c(C)cc(C)cc2[nH]c1=O)C1CCCC1 (stereo unspecified),-11%,-4%,5%,-5%,5%,-7%,-2%[1.9 µM],5%
CC(O)c1ccc(-n2cnnn2)cc1 (stereo unspecified),-2%,4%,0%,12%,7%,-1%,4%[10 µM],9%
Cc1cccc(-n2c(CNC(=O)c3ccccc3)nnc2SCC(=O)Nc2nccs2)c1,-5%,-3%,5%,1%,5%,-6%,-4%,8%
CCOC(=O)c1c(CN2CCOCC2)n(-c2ccccc2)c2cc(Br)c(OC)cc12,-8%,-5%,4%,-9%,-16%,-10%,-56%[inhibitor],-11%
CN(C)CCCOC(=O)c1ccc(Br)cc1,0%,1%,9%,-5%,0%,-2%,4%,6%
NCCCC[C@H](N)c1nnc([C@H](CCC(=O)O)NC(=O)C2CCNCC2)o1,/,-2%,8%,-6%,-10%,-6%,24%[10 µM],-3%
Cc1cc(N/N=C/c2ccc(O)c(C)c2O)nc(-c2ccccc2O)n1,-7%,-6%,?,?,?,-4%,25%[10 µM],7.9µM*[quencher]
O=C(Cn1[nH]c(=O)c2ccccc2c1=O)NNC(=O)c1ccccc1,-1%,3%,8%,24%,1%,2%,-19%,2%
CC1CCCN(CCCNC(=O)CCn2nc(-c3ccccc3)ccc2=O)C1 (stereo unspecified),-4%,-7%,3%,7%,-7%,-8%,-5%,-1%
Cc1ccc(OCCNC(=O)c2ccccc2N)cc1,0%,1%,1%,-4%,3%,9%,-11%[10 µM],4%
CC(=O)Nc1sc(/C(C#N)=C/c2ccc(Cl)c(Cl)c2)nc1-c1ccc(C)cc1,7%,5%,3%,2%,?,8%,-18%[10 µM],25%
OCCNC(=S)Nc1cccc(Cl)c1Cl,-3%[15.4 µM],-2%,1%,-1%,-7%,0%,1%[10 µM],-8%
CCn1c(N)c(C(=O)NCc2ccco2)sc1=S,-3%,5%,5%,-13%,-10%,8%,-2%,-8%
O=C(O)CSc1nnc(-c2cccs2)n1-c1ccc(Cl)cc1,-4%,-1%,-2%,7%,-4%,9%,-9%[0.074 µM],-1%
Cc1ccc(N(C(=O)Cc2cccs2)C(C(=O)NC2CCCCC2)c2ccccn2)cc1C (stereo unspecified),-15%,-5%,-2%,-3%,-14%,-12%,35%[10 µM],1%
C/C(=C\C(=O)c1ccccc1)Nc1ccc(O)cc1,-7%,-5%,7%,40µM*,?,0%,-27%,?
COc1ccc(-c2nc(SCC(=O)Nc3ccc4c(c3)OCO4)c(-c3ccc(F)cc3)[nH]2)cc1OC,/,/,3%,16%[76.3 µM],1%,/,/,?
c1ccc(CCCCNCC2COc3ccccc3O2)cc1 (stereo unspecified),-2%,-4%,3%,-2%,-9%,-15%,0%,-12%
COc1cc(NC(=O)C2CCCCN2)ccc1OCC(C)C (stereo unspecified),-6%,-8%,10%,-1%,-3%,-9%,-3%,7%

# Following part.
SMILES,GAA inh,aGlu spleen mod,Tau fibril FP,GAA glycogen,Tau ThT inhib,aGal spleen mod,HTT cytoprotect,Tau fluor cs
CN(C1CCCCC1)S(=O)(=O)c1ccc2[nH]c(=O)oc2c1,/,11%,?,-2%,-6%,0%,4%[10 µM],-2%
Cc1ccc(Cn2ncc3c(N4CCN(C)CC4)ncnc32)cc1,-4%,/,1%,11%,0%,3%,-56%[inhibitor],-1%
CC(C)(C)C1CCc2c(sc3c2C(=O)NC(c2ccco2)N3)C1 (stereo unspecified),-4%,-7%,-3%,0%,?,-1%,10%[10 µM],-14%
COc1ccc(CCNC(=O)c2cc(C(C)C)on2)cc1OC,-3%,6%,-6%,3%,3%,3%,-2%,4%
CCOc1ccc2nc(SCC(=O)NCc3ccc4c(c3)OCO4)[nH]c2c1,3%,2%,1%,-4%,-11%,3%,-14%[10 µM],-15%
CC1(C)Cc2c(sc3c2c2ncnn2c2nnc(SCC(=O)NCc4ccco4)n32)CO1,-10%,-11%,-1%,7%,-1%,-5%,-25%[0.074 µM],4%
CCCCCCCCOC(=O)CCc1c(C)[nH]c(=S)[nH]c1=O,1%,-11%,-2%,-2%,-19%,-1%,-19%,-8%
Cc1cc(C)c(S(=O)(=O)n2ccc3ccccc32)c(C)c1,-10%,0%,?,1%,-15%,2%,-78%[inhibitor],-25%
Cc1cc2nc(C3CCN(C(=S)NCC(C)C)CC3)[nH]c2cc1C,2%,-6%,-10%,15%,-4%,-5%,-3%[10 µM],-11%
Cc1c(C(=N)C(C#N)C#N)c(=N)oc2c1ccc1ccccc12,-13%,2%,-6%,-1%,?,-1%,-15%[10 µM],?
COc1ccc(C(C)=O)cc1CSc1nc2cc(Cl)ccc2o1,-12%,0%,-5%,6%,-14%,-4%,-7%,-28%
Cc1cc(Br)c2c(c1)/C(=C/C(=O)c1cccs1)C(=O)N2,0%,1%,-2%,11%,?,2%,10%,-8%
CC(=O)N1CCCc2cc(S(=O)(=O)NC(C(=O)NC3CCCCC3)C(C)C)ccc21 (stereo unspecified),-5%,3%,4%,0%,10%,1%,/,11%
O=c1n(-c2ccccc2)c(=O)n2n1CC[C@H]1/C(=N\OCc3ccccc3)[C@H]3O[C@@H]3[C@@H](O)[C@@H]12,/,5%[17.4 µM],-7%[11.6 µM],/,-5%[11.5 µM],14%[17.5 µM],?,-3%[11.6 µM]
Cc1cc(NC(=O)CSc2nnc(C)n2-c2ccccc2C)no1,-1%,-4%,3%,14%,8%,-5%,-9%[10 µM],10%
O=C(c1ccccc1NS(=O)(=O)c1cccs1)N1CCOCC1,-3%,-8%,6%,-5%,-8%,-4%,11%[1.9 µM],-1%
O=C(Cc1csc2ccccc12)NCc1ccccc1F,/,/,-1%,13%[76.3 µM],-5%,/,/,-15%
COc1ccc2nc3sc(C(=O)N4CCN(c5ccccc5)CC4)cc3cc2c1,/,/,-4%,1%[76.3 µM],-13%,/,/,-17%
CCC(=O)Nc1c(-c2ccc(OC)cc2)c(=O)c2ccccc2n1C,-1%,6%,1%,0%,-4%,3%,-13%,-1%
COc1nc(N(C#N)CC(N)=O)nc(N2CCCC2)n1,-11%,-3%,-1%,-4%,-6%,-10%,5%,-8%
CCN1C(=O)C2C(c3cccc(F)c3)NC(CC)(C(=O)OC)C2C1=O (stereo unspecified),4%,1%,0%,6%,-3%,-1%,-13%[10 µM],-3%
COc1ccccc1N(CN1CCCC1=O)C(=O)c1ccccc1F,1%,-11%,0%,-2%,-9%,-5%,-7%[0.074 µM],-4%
Cc1cc(C)nc(N/N=C/c2cc(Br)ccc2O)n1,/,1%,2%,-9%,?,-6%,-21%[10 µM],?
Cc1nc(-n2nc(C)c(Cc3ccc(Cl)cc3)c2C)sc1C(=O)N1CCC(C)CC1,/,/,5%,17%[76.3 µM],-15%,/,/,-2%
COc1ccccc1-c1nnc(-c2ccc(N3CCOCC3)cc2)o1,11%,4%,-7%,0%,?,24%,36%[1.9 µM],-15%
CC(=O)O/N=C/c1c(C)c(C=O)n2ccccc12,2%,-14%,-4%,7%,-6%,2%,-31%[inhibitor],0%
C=CCn1c(COc2ccccc2C)nnc1SCC(=O)O,1%,0%,1%,4%,-7%,0%,-7%,-1%

# Already shown: 4 of the compounds above.
SMILES,GAA inh,aGlu spleen mod,Tau fibril FP,GAA glycogen,Tau ThT inhib,aGal spleen mod,HTT cytoprotect,Tau fluor cs
Cc1nc(-n2nc(C)c(Cc3ccc(Cl)cc3)c2C)sc1C(=O)N1CCC(C)CC1,/,/,5%,17%[76.3 µM],-15%,/,/,-2%
COc1ccccc1-c1nnc(-c2ccc(N3CCOCC3)cc2)o1,11%,4%,-7%,0%,?,24%,36%[1.9 µM],-15%
CC(=O)O/N=C/c1c(C)c(C=O)n2ccccc12,2%,-14%,-4%,7%,-6%,2%,-31%[inhibitor],0%
C=CCn1c(COc2ccccc2C)nnc1SCC(=O)O,1%,0%,1%,4%,-7%,0%,-7%,-1%

# Compounds shown so far that contain bromine (4):
SMILES,GAA inh,aGlu spleen mod,Tau fibril FP,GAA glycogen,Tau ThT inhib,aGal spleen mod,HTT cytoprotect,Tau fluor cs
CCOC(=O)c1c(CN2CCOCC2)n(-c2ccccc2)c2cc(Br)c(OC)cc12,-8%,-5%,4%,-9%,-16%,-10%,-56%[inhibitor],-11%
CN(C)CCCOC(=O)c1ccc(Br)cc1,0%,1%,9%,-5%,0%,-2%,4%,6%
Cc1cc(Br)c2c(c1)/C(=C/C(=O)c1cccs1)C(=O)N2,0%,1%,-2%,11%,?,2%,10%,-8%
Cc1cc(C)nc(N/N=C/c2cc(Br)ccc2O)n1,/,1%,2%,-9%,?,-6%,-21%[10 µM],?
